Bioassay records deposited in PubChem BioAssay by Sanford-Burnham Center for Chemical Genomics.
NALP3 yeast inh: NALP3 inflammasome inhibitors in reconstituted yeast, primary screen, luminescence, uHTS; Yeast reconstituted NLRP3/ASC/caspase-1, beta-gal luminescence, 24 h; inhibition, % at 10 µM; 330,000 tested, 0.39% active;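 active = inhibition of 50% or more; inactive = inhibition below 50%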;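 also: plate controls were induced DMSO wells for no effect and uninduced yeast grown without galactose for full effect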
hIAP block: human IAP inhibitors, primary screen, biochemical, luminescence, uHTS; purified IAP, CDP-Star luminescence, 30 min; AID 2544, 2010; 330,000 tested, 0.12% active; inhibition, % at 10 µM; Intestinal-type alkaline phosphatase (Homo sapiens), P09923;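 active = inhibition reaching a set limit with compound at 10 µM in the primary screen, cut at about 35% in these data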;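 also: plate controls were DMSO wells with enzyme for no effect and no-enzyme buffer wells for full effect; values of inactives mirror those of a sister screen read the other way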
mIAP block: inhibitors of mouse IAP, primary screen, biochemical, luminescence, uHTS. intestinal alkaline phosphatase [Mus musculus]. inhibition, % at 10 µM. purified mouse IAP, CDP-Star luminescence, 30 min. 330,000 tested, 0.2% active;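 active = inhibition of at least 40% at 10 µM in the primary screen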;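 also: plate controls were DMSO with enzyme for no effect and no enzyme wells for full effect; values of inactives mirror those of a sister screen read the other way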
tim10-1 inh: growth inhibitors of tim10-1 mutant yeast, primary screen, luminescence, uHTS | S. cerevisiae tim10-1 ts strain growth, BacTiter-Glo, 24 h | inhibition, % at 20 µM | 330,000 tested, 2.2% active | AID 463190, 2010;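 active = inhibition of at least 40%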;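 also: mutant grown at 25 °C; 0% = DMSO wells with yeast and 100% = wells holding no yeast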
mIAP act: activators of mouse IAP, primary screen, biochemical, luminescence, uHTS; muIAP, CDP-Star luminescence, 30 min; hits give high values; 1 = vehicle-only enzyme signal, 0 = enzyme-free wells; activation factor at 10 µM; 330,000 tested, 0.24% active;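 active = activation factor of at least 2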; also: the source names both 10 and 20 µM as test concentration; values of inactives mirror those of a sister screen read the other way
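Assay system: mouse IAP enzyme; Reagent: CDP-Star chemiluminescent phosphatase substrate; Compound: DMSO-dissolved test compounds; Incubation: 30 min, room temperature; Technique: luminescence from enzymatic CDP-Star hydrolysis; Controls: DMSO-only wells and no-enzyme negative control.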
ATG4B inh: ATG4B protease inhibitors, primary screen, biochemical, fluorescence, uHTS; Cysteine protease ATG4B (Homo sapiens), Q9Y4P1; ATG4B cleavage of LC3-PLA2, NBD-HPC fluorescence, 1 h; inhibition, % at 8.33 µM; 340,000 tested, 0.51% active; AID 504462, 2011; in the data active = inhibition above about 40%
hIAP activ: human IAP activators, primary screen, biochemical, luminescence, uHTS | Intestinal-type alkaline phosphatase (Homo sapiens), P09923 | purified human IAP, CDP-Star luminescence, 30 min; hits give high values; 1 = vehicle-only enzyme, 0 = enzyme-free background | activation factor at 10 µM | 330,000 tested, 0.16% active | AID 2524, 2010;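 active = activation factor of the enzyme at least 2-fold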; also: the source names both 10 and 20 µM as test concentration; values of inactives mirror those of a sister screen read the other way
Apaf-1 inh: inhibitors of human Apaf-1 apoptosome, primary screen, biochemical, DEVD-Rh110 fluorescence, uHTS; Apoptotic protease-activating factor 1 (Homo sapiens), O14727; reconstituted apoptosome caspase-3 activity; inhibition, % at 20 µM; 330,000 tested, 0.71% active; AID 489030, 2010; active = inhibition of at least 40% at 20 µM;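 also: plate controls were DMSO wells for no effect and DEVD-CHO caspase inhibitor wells for full effect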
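Medium: Hepes buffer, pH 7.5 / System: biochemical Apaf-1 apoptosome reconstitution / Measured by: Rh110 fluorescence, excitation 480 nm, emission 540 nm / Times: compound with Apaf-1, dATP, procaspase-3 30 min, then 50 min reaction, room temperature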
TIM10 inh: growth inhibitors of isogenic TIM10 control yeast, primary screen, counter-screen for tim10-1 yeast inhibitor project, luminescence, uHTS | AID 463195, 2010 | 330,000 tested, 1.4% active | S. cerevisiae TIM10 strain growth, BacTiter-Glo luminescence, 24 h | inhibition, % at 10 µM;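 active = inhibition of 40% or more at the single tested concentration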;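 also: wild-type TIM10 isogenic control strain grown at permissive 25 °C; 0% = DMSO yeast wells and 100% = minimal medium wells without yeast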
Active calls of the source: *; · = not tested or not shown.

SMILES | NALP3 yeast inh | hIAP block | mIAP block | tim10-1 inh | mIAP act | ATG4B inh | hIAP activ | Apaf-1 inh | TIM10 inh
CN(CC(=O)Nc1ccccc1[N+](=O)[O-])Cc1ccc(Br)cc1 | 10 | 6 | 8 | 22 | 0.92 | 1 | 0.94 | 2 | 10
COc1cc(/C=C2\SC(N)=NC2=O)ccc1OCC(=O)Nc1ccc(C)cc1 | 16 | -57 | 10 | 16 | 0.9 | -3 | 1.6 | 4 | 11
O=C(CN1C(=O)C(=O)N(Cc2ccco2)C1=O)Nc1ccccc1 | 1 | -2 | -8 | 0 | 1.1 | -7 | 1 | -1 | -7
COc1ccc(CN2C(=O)CCC(C(=O)O)C2c2ccccc2)cc1 (centres undefined) | 7 | -5 | 3 | -11 | 0.97 | 2 | 1 | -5 | -9
COc1ccc2c(c1)C(=O)C(=O)N2 | 8 | 12 | 3 | 15 | 0.97 | 4 | 0.88 | -3 | -2
CCOc1ccccc1N1CCN(CC(=O)N(CC(C)C)c2c(N)n(CC(C)C)c(=O)[nH]c2=O)CC1 | 10 | -2 | 0 | 9 | 1 | -3 | 1 | -11 | 9
O=C(O)c1ccccc1C(=O)O | 10 | 11 | -3 | -19 | 1 | 15 | 0.89 | -11 | -1
O=C1c2ccccc2N(Cc2ccc(Cl)cc2)C2=NCCN12 | 1 | 23 | 6 | 7 | 0.94 | -6 | 0.77 | -9 | 10
CCC(C)NS(=O)(=O)c1ccc(S(=O)(=O)N(CCc2ccc(OC)c(OC)c2)Cc2cccs2)cc1 (centres undefined) | 8 | 17 | 12 | -6 | 0.88 | 3 | 0.83 | 4 | 3
Cc1ccc(CCNC(=O)CN2C(=O)COc3ccc(S(=O)(=O)N4CCCCC4)cc32)cc1 | 8 | 18 | -3 | 12 | 1 | -4 | 0.82 | 17 | 4
CCn1cc(C(=O)OCC(=O)c2ccc(Cl)cc2)c(=O)c2ccc(C)nc21 | 17 | -4 | -5 | -12 | 1 | 4 | 1 | -5 | 6
O=C(CSc1nc(-c2ccccc2)c(-c2ccccc2)[nH]1)N1CCN(S(=O)(=O)c2ccccc2)CC1 | -7 | 14 | -15 | 22 | 1.1 | -20 | 0.86 | 24 | 22
O=C(Nc1ccc(Oc2ccccc2)nc1)C1CCCCN1Cc1ccco1 (centres undefined) | 33 | -11 | -7 | -4 | 1.1 | 16 | 1.1 | 0 | -5
C=CCOC(=O)C1=C[C@H](c2coc3ccccc3c2=O)C[C@H](OCCCCO)O1 | 2 | -6 | 0 | 25 | 1 | -7 | 1.1 | 7 | 24
CCc1ccc2nc(N(CCN(C)C)C(=O)c3ccc4ccccc4c3)sc2c1 | 9 | -5 | 2 | 15 | 0.98 | 7 | 1 | 16 | 16
CCCCC1(C(=O)OCC)CC(CSC(=N)N)OC1=O (centres undefined) | 15 | 4 | 8 | -11 | 0.92 | 1 | 0.96 | -4 | 2
Cc1nnc(SCC(=O)Nc2cc(S(C)(=O)=O)ccc2Cl)n1Cc1ccccc1 | 4 | 3 | 0 | -13 | 1 | -6 | 0.97 | 0 | -15
COc1ccccc1CC(NC(C)=O)C(=O)NC1CCN(S(=O)(=O)c2ccc(NC(C)=O)cc2)CC1 (centres undefined) | 10 | 0 | 6 | 16 | 0.94 | -4 | 1 | 4 | 0
Cc1ccccc1NC(=O)Cn1nnc(-c2ccc(N3CCOCC3)cc2)n1 | 0 | 31 | 0 | 8 | 1 | 11 | 0.69 | -15 | -2
O=C(O)Cn1nc(-c2ccccc2)oc1=O | -7 | 13 | 12 | -16 | 0.88 | 1 | 0.87 | -5 | -5
CCc1ccc(/C(C)=N/NC(=O)c2ccc(-n3cnnn3)cc2)cc1 | 4 | -4 | 12 | -2 | 0.89 | -1 | 1 | -6 | 5
O=C1c2ccccc2C(=O)N1Cc1nc2ccccc2c(=O)n1Cc1ccco1 | 32 | -9 | -13 | -5 | 1.1 | -2 | 1.1 | -4 | 2
C=CCn1c(=O)c2ccccc2n2c(SCc3cc(=O)n4ccsc4n3)nnc12 | 16 | 9 | 1 | -5 | 0.99 | 5 | 0.91 | -5 | -9
O=C(CN1C(=O)NC2(CCCCCCC2)C1=O)NCc1ccccc1 | 1 | 2 | -7 | 3 | 1.1 | -6 | 0.98 | -5 | 2
CC(=O)Nc1cc2nc(C)n(Cc3ccccc3)c2nc1C | 6 | -5 | -4 | 6 | 1 | 0 | 1.1 | 2 | 5
Carrying on.
SMILES | NALP3 yeast inh | hIAP block | mIAP block | tim10-1 inh | mIAP act | ATG4B inh | hIAP activ | Apaf-1 inh | TIM10 inh
Cc1c(C(=O)/C=C/N(C)C)nnn1-c1ccc(Cl)cc1C#N | 19 | 7 | -3 | 13 | 1 | 1 | 0.93 | -10 | 11
CCN1CCN(C(=O)NC(c2ccc(C)c(F)c2)C(Cl)Cl)CC1 (centres undefined) | -10 | 18 | 3 | 11 | 0.97 | -11 | 0.82 | -18 | 7
CC1CCCN(C(=O)COC(=O)Cc2c[nH]c3ccccc23)C1 (centres undefined) | 12 | -1 | 4 | 3 | 0.96 | 4 | 1 | -5 | 8
O=C1c2ccccc2C(=O)c2c1ccc(C(=O)N1CCCCC1)c2NCCO | 39 | 6 | 21 | 38 | 0.79 | -4 | 0.94 | 2 | 21
Cc1ccc(C(=O)OCC(=O)NC2CCCCC2)o1 | 2 | 30 | 9 | 5 | 0.91 | 6 | 0.7 | -6 | 9
CC1CN(C(=O)CN2C(=O)NC3(CCCCCC3)C2=O)CC(C)O1 (centres undefined) | 3 | 12 | -1 | 5 | 1 | -6 | 0.88 | -6 | 4
CCc1ccc2c(CN3CCc4cc(OC)c(OC)cc4C3)cc(=O)oc2c1 | -8 | 12 | 4 | 3 | 0.96 | -6 | 0.88 | 21 | 8
CN1CC(COCc2ccccc2)Oc2ccccc2S1(=O)=O (centres undefined) | · | · | -11 | 19 | 1.1 | -1 | · | 7 | -3
CN1C2CCC1CC(OC(=O)C(CO)c1ccccc1)C2 (centres undefined) | 14 | 10 | -4 | 8 | 1 | -7 | 0.9 | 0 | 3
NCCCC[C@H]1CN=C(N)N1CCCCC1CCCCC1 | 19 | 17 | 4 | 0 | 0.96 | 1 | 0.83 | 6 | 7
CCCCN(C(=O)Cc1cccc(F)c1)c1c(N)n(CCC)c(=O)[nH]c1=O | 14 | 0 | 0 | 13 | 1 | -5 | 1 | 5 | 10
COc1ccc(C(c2nnnn2Cc2cccs2)N2CCN(c3ccccc3F)CC2)cc1OC (centres undefined) | -3 | -9 | 1 | 19 | 0.99 | -7 | 1.1 | 21 | 20
Cc1ccc(NC(=O)C2CCCN(c3ncnc4c3nc3n4CCCCC3)C2)nc1 (centres undefined) | 7 | 7 | 0 | 30 | 1 | -3 | 0.93 | 9 | -20
Clc1ccc(C2CC(c3ccco3)n3ncnc3N2)cc1Cl (centres undefined) | -11 | 18 | -1 | 21 | 1 | 16 | 0.82 | 5 | 20
CCc1nnc(NC(=O)CSc2nnc(Cc3ccccc3)o2)s1 | -6 | 4 | 3 | 17 | 0.97 | -1 | 0.96 | -7 | 16
CCCNC(=O)c1cc(SC)ccc1Cl | -4 | -11 | 2 | 0 | 0.98 | -5 | 1.1 | -16 | -7
CC/C(=N\O)c1c(O)c2c(n(-c3ccccc3)c1=O)CCCC2 | -12 | -9 | -3 | 3 | 1 | 2 | 1.1 | 4 | 7
O=C(/C=C/c1cccs1)Nc1ccc([N+](=O)[O-])cc1 | 12 | -10 | 17 | 19 | 0.83 | 1 | 1.1 | 4 | 26
Cc1ccc2nc(SCC(=O)Nc3cc(C(F)(F)F)ccc3N3CCOCC3)[nH]c2c1 | -4 | -13 | 4 | 12 | 0.96 | -8 | 1.1 | 18 | 15
CC1=Nn2c(nc3sc4c(c3c2=O)CCCC4)SC1 | 4 | 26 | 9 | 17 | 0.91 | 6 | 0.74 | 10 | 6
O=C(Nc1ccccc1C(=O)N1CCOCC1)C1CC(=O)N(c2ccc(F)cc2)C1 (centres undefined) | 7 | 5 | 0 | -3 | 1 | 5 | 0.95 | 0 | 8
O=C(N/N=C/C=C/c1ccccc1)NC1CCCCC1 | 22 | -3 | -6 | 38 | 1.1 | 0 | 1 | 30 | 31
CN1CCN(C(=O)c2ccc3c(=O)n(-c4ccc(F)cc4)c(=S)[nH]c3c2)CC1 | 5 | 4 | 11 | -1 | 0.89 | 8 | 0.96 | -5 | 1
CC1CCCCC12NC(=O)N(CC(=O)c1ccc(Cl)s1)C2=O (centres undefined) | 7 | 5 | 0 | -12 | 1 | 8 | 0.95 | 4 | -5
Cc1ccccc1OCC(=O)Nc1ccc([N+](=O)[O-])cc1 | 32 | -12 | 4 | 9 | 0.96 | 3 | 1.1 | -5 | -4

Only NALP3 yeast inh, for two of the compounds above:
Molecule | NALP3 yeast inh
CCN1CCN(C(=O)NC(c2ccc(C)c(F)c2)C(Cl)Cl)CC1 (centres undefined) | -10
O=C(CSc1nc(-c2ccccc2)c(-c2ccccc2)[nH]1)N1CCN(S(=O)(=O)c2ccccc2)CC1 | -7

Next section:
SMILES | NALP3 yeast inh | hIAP block | mIAP block | tim10-1 inh | mIAP act | ATG4B inh | hIAP activ | Apaf-1 inh | TIM10 inh
COc1c(C=O)c(CCN(C)C(=O)c2ccc(F)cc2)cc2c1OCO2 | 13 | 4 | -2 | 23 | 1 | -5 | 0.96 | -9 | 21
CCOC(=O)C1(Cc2ccccc2)CCN(Cc2cnn(CC)c2)CC1 | 3 | -16 | 0 | 0 | 1 | -1 | 1.2 | 1 | -8
CC(C)c1ccc[n+](-c2nc([O-])sc2C=O)c1 | 14 | -6 | 0 | -1 | 1 | -4 | 1.1 | -13 | 8
COCCCNC(=O)c1ccc(N(C)S(=O)(=O)c2ccc(OC)cc2)cc1 | 17 | 5 | -16 | -3 | 1.2 | -8 | 0.95 | -4 | -9
COc1ccc(OC)c(-n2c(=O)c3ccccc3c3ccccc3c2=O)c1 | 0 | -1 | -3 | 32 | 1 | -11 | 1 | 19 | 27
N=c1oc2ccccc2cc1-c1nc(-c2ccc(Cl)cc2)cs1 | 12 | -3 | 13 | 31 | 0.87 | 3 | 1 | -12 | 32
COCCNC(=O)/C(C#N)=C/c1cccc(NC(=O)c2ccccc2Cl)c1 | 27 | 6 | 0 | 38 | 1 | 34 | 0.94 | 1 | 27
CCC(=O)Nc1ccc(C(=O)COC(=O)Cc2ccsc2)cc1 | 9 | -1 | 5 | 20 | 0.95 | 1 | 1 | -3 | 17

Filtered by structure, those above containing a cyano group.
SMILES | NALP3 yeast inh | hIAP block | mIAP block | tim10-1 inh | mIAP act | ATG4B inh | hIAP activ | Apaf-1 inh | TIM10 inh
Cc1c(C(=O)/C=C/N(C)C)nnn1-c1ccc(Cl)cc1C#N | 19 | 7 | -3 | 13 | 1 | 1 | 0.93 | -10 | 11
COCCNC(=O)/C(C#N)=C/c1cccc(NC(=O)c2ccccc2Cl)c1 | 27 | 6 | 0 | 38 | 1 | 34 | 0.94 | 1 | 27
